# Screening results from PubChem.
# POLK inh: blocks human DNA polymerase kappa activity | Q9UBT6 | purified Pol kappa, fluorescent DNA synthesis assay, 10 min | Potency, µM (doses to about 107 µM), for the others: at the top dose activity, negative = inhibition, hits mostly inhibitors | hit rate 0.53% among 400,000; note: % is set by controls: 0 for no effect and ±100 for the full control effect
#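 Inhibition of 10 nM Pol kappa is measured by a fluorescent read-out at 0 and 10 min following addition of 50 nM substrate (final), with a 15-min room-temperature compound preincubation.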
# APE1 inh: blocks human APE1 abasic DNA cleavage; hit rate 0.35% among 350,000; Potency, µM (titrated, usually from 65.8 µM), for the others: at the top dose activity change, negative = inhibition, actives largely listed as inhibitors; P27695; AID 2517; recombinant APE1, TAMRA/BHQ-2 abasic DNA cleavage fluorescence;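 note: plate controls were vehicle for no effect and reference inhibitor for full effect; nearly all actives have a fitted effect of over 55% in size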
# Target sequence (P27695 whole entry, looked up): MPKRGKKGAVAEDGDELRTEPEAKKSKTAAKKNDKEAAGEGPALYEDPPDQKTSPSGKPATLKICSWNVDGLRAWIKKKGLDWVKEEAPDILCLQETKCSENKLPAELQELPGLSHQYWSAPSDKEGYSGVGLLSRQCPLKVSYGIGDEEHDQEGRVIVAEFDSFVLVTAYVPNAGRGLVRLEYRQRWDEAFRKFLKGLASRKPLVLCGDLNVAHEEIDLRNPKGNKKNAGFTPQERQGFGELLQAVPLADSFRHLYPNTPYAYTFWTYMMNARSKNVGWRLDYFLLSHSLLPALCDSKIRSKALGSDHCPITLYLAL
#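 Step 1: APE1 (0.75 nM) with compound, 15 min RT. Step 2: add 50 nM fluorophore/quencher THF duplex. Step 3: three fluorescence reads 60 s apart (525/598 nm); read 3 minus read 1 = reaction progress.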
# POLI inh: blocks human DNA polymerase iota activity; Q9UNA4; Pol iota fluorescent replication assay, 10 min; Potency, µM (series often up to 115 µM), for the others: top-dose activity, negative = inhibition, usual class: inhibitors; hit rate 1% among 390,000; AID 588590
#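 Pol iota at 10 nM preincubated 15 min with compounds at room temperature; reaction started with fluorescent substrate, 50 nM final. Fluorescence read kinetically at 0 and 10 min; buffer-only wells as negative control.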
# BAZ2B inh: inhibitors of human BAZ2B bromodomain | Q9UIF8 | AlphaScreen BAZ2B-H3K14Ac peptide displacement | Potency, µM (doses to about 114 µM), for inactives: at the highest dose activity change, negative = inhibition, most hits filed as inhibitors | hit rate 4.4% among 360,000 | AID 504333; note: % is set by controls: 0 for no effect and ±100 for the full control effect; nearly all actives have a fitted effect of over 60% in size
#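 Inhibition is scored as reduced AlphaScreen emission. The BAZ2B/b-H3(5-23)K14Ac complex (50 nM each) in PBS pH 7.4, 0.01% Tween-20 meets compound (up to 110 uM) for 30 min at RT before bead addition.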
# G9a inh: G9a (human) methyltransferase inhibition; Q96KQ7; G9a H3K9 monomethylation, AlphaScreen, 2 h; Potency, µM (top dose mostly 102 µM), for inactives: at the highest dose activity, negative = inhibition, hits mostly inhibitors; hit rate 8.8% among 350,000; AID 504332; note: % is set by controls: 0 for no effect and ±100 for the full control effect; nearly all actives have a fitted effect of over 75% in size
# Target sequence (Q96KQ7 913-1193 limits assumed): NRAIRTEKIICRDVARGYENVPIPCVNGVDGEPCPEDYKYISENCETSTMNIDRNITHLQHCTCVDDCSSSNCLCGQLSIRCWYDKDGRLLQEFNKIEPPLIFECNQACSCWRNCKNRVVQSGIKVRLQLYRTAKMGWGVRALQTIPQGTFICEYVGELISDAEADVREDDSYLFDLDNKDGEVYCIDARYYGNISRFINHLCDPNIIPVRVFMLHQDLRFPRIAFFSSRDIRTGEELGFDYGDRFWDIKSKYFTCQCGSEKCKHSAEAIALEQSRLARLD
#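 Methyltransferase reactions run at room temperature for 2 h (20 nM enzyme, 500 nM biotin-H3K9 peptide, 20 uM SAM) after a 15 min compound preincubation; product detected by AlphaScreen beads and anti-H3K9me1 antibody.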
# JMJD2A Tudor inh: blocks the human JMJD2A Tudor domain; Potency, µM (top dose mostly 114 µM), without a hit: at the top dose activity change, negative = inhibition, most hits filed as inhibitors; AlphaScreen JMJD2A-Tudor / H3K4me3 peptide binding; hit rate 4.4% among 390,000; AID 504339; note: % is set by controls: 0 for no effect and ±100 for the full control effect; nearly all actives have a fitted effect of over 50% in size
# Pol eta inh: DNA polymerase eta (human) inhibition; Potency, µM (titrated, usually from 114 µM), inactives show at the highest dose activity change, negative = inhibition, actives largely listed as inhibitors; recombinant Pol eta, fluorescent DNA replication assay; AID 588591; hit rate 1.2% among 390,000; Q9Y253; note: % is set by controls: 0 for no effect and ±100 for the full control effect
#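 Pol eta (10 nM) was preincubated with compounds for 15 min at room temperature, after which fluorescent replication substrate (50 nM final) was added to start the reaction. Fluorescence was read kinetically at 0 and 10 min.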
# POLB inh: inhibitors of human DNA polymerase beta. P06746. Pol beta primer extension/strand displacement, fluorescence kinetic. Potency, µM (series often up to 114 µM), without a hit: at the top dose activity change, negative = inhibition, most hits filed as inhibitors. hit rate 1.3% among 340,000. AID 485314; note: % is set by controls: 0 for no effect and ±100 for the full control effect
#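 Values derive from four-parameter Hill fits of normalized kinetic data: reads at 0 and 10 min following addition of 50 nM substrate to 10 nM Pol beta preincubated 15 min with compound.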
# BLM inh: inhibitors of human Bloom syndrome helicase BLM; Potency, µM (series often up to 56.1 µM), without a hit: top-dose activity change, negative = inhibition, actives largely listed as inhibitors; hit rate 0.2% among 350,000; P54132; recombinant BLM DNA unwinding, fluorescence dequenching; AID 2528;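 note: plate controls were vehicle for no effect and no enzyme for full effect; nearly all actives have a fitted effect of over 35% in size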
# An asterisk follows results filed as active; ? = inconclusive; nt = not tested or not shown; & = joins results of further samples; [ ] = dose if it differs, or a comment. Calls come from the whole dose curve; as a rule, active = well fitted curve in the direction sought with a large enough effect; inconclusive = small, poorly fitted or top-dose-only effect, or another doubt; inactive = no such curve, though single readings can be large; an effect the other way counts as inactive or inconclusive. Potency is the fitted concentration of half-maximal effect. This is a subset; count on the stated rates, not on these rows.
SMILES,POLK inh,APE1 inh,POLI inh,BAZ2B inh,G9a inh,JMJD2A Tudor inh,Pol eta inh,POLB inh,BLM inh
CCOc1ccc(CNC(=S)N/N=C/c2ccncc2)cc1,-12%,3%,?,-8%,-7%,-26%,-3%,0%,1%
CC(CCc1ccccc1)NC(=O)Cc1ccccc1 (stereo unspecified),-2%,0%,13%,-4%,10%[59 µM],-13%[57.1 µM],-7%,22%,2%
COc1ccc(-c2cc(CNC(=O)CN(C)Cc3ccccc3)on2)cc1,-17%,-5%,55%[activator],-4%,3%[59 µM],-5%,-11%,-1%,1%
Cc1nc(-c2ccc(S(=O)(=O)Nc3ccc(Cl)c(C(F)(F)F)c3)cc2)co1,-9%[60.1 µM],nt,29%,-4%,8%[59 µM],-24%,-16%,-1%,-9%
Nc1cc(C(=O)c2cccs2)ccc1Cl,-4%,2%,-3%,-36%,-20%,-35%,-2%,-10%,2%
Cc1c(Cl)cccc1NC(=O)c1ccc(NC(=O)N2CCSc3ncccc32)cc1,0%,nt,-7%,1%,?,-1%,-12%,0%,-3%
Cc1ccc(S(=O)(=O)Nc2ncnc3sc(C)c(C)c23)cc1,0%,16%,7%,9%,-8%[12.7 µM],-23%,-12%,nt,nt
COc1cccc(N2CCN(Cc3ccsc3)CC2)c1,3%,5%,-6%,-33%,?,-35%,-11%,28%,-1%
CC(Cc1ccccn1)NC(=O)c1ccc(OC2CCN(CCc3ccccc3)CC2)cc1 (stereo unspecified),-18%,21%,19%,-12%,?,-24%,-7%,1%,1%
COc1ccc(NC(=O)Nc2ccc(C)cc2OC(F)F)cc1OC,-7%,-3%,20%,3%,-3%[59 µM],-17%,-17%,-8%,-2%
CCOC(=O)CC1=C(C(=O)OCC)C(c2ccc(OC)c(OC)c2)C(C#N)=C(N)O1 (stereo unspecified),-5%,-4%,-15%,-3%,6%[12.7 µM],-23%,-15%,-22%,-10%
Cc1ccc(NC(=O)c2sc3ncn(CC(=O)N4CCN(c5ccccn5)CC4)c(=O)c3c2C)cc1Cl,-1%,48%[activator],14%,-19%,?,-6%,-21%,-18%,-4%
CCC(C(=O)OCC(=O)Nc1ccc(SC(F)F)cc1)c1ccccc1 (stereo unspecified),-13%[60.1 µM],-5%,38%[activator],33%,85%[activator][59 µM],16%,-29%,?,-13%
CCOC(=O)c1c(C)oc2ccc(OCC(=O)C(C)(C)C)cc12,-1%,?,11%,79%[activator],57%[activator][59 µM],34%[activator],1%,-3%,-8%
Cc1cc(C(=O)OCC(=O)NCc2ccccc2)c(C)o1,-7%,?,58%[activator],?,23%[12.7 µM],-17%,-11%,9%,-11%

# An excerpt of these results, as tab-separated lines:
molecule	POLK inh	APE1 inh	POLI inh	BAZ2B inh	G9a inh	JMJD2A Tudor inh	Pol eta inh	POLB inh	BLM inh
CCOC(=O)c1c(C)oc2ccc(OCC(=O)C(C)(C)C)cc12	-1%	?	11%	79%[activator]	57%[activator][59 µM]	34%[activator]	1%	-3%	-8%
Cc1cc(C(=O)OCC(=O)NCc2ccccc2)c(C)o1	-7%	?	58%[activator]	?	23%[12.7 µM]	-17%	-11%	9%	-11%

# A few values from the results shown:
# Reading of COc1cccc(N2CCN(Cc3ccsc3)CC2)c1 in POLI inh: -6%
# Reading of CCOc1ccc(CNC(=S)N/N=C/c2ccncc2)cc1 in G9a inh: -7%
# Reading of CC(CCc1ccccc1)NC(=O)Cc1ccccc1 (stereo unspecified) in POLK inh: -2%
# Reading of COc1ccc(NC(=O)Nc2ccc(C)cc2OC(F)F)cc1OC in Pol eta inh: -17%
# Reading of Cc1cc(C(=O)OCC(=O)NCc2ccccc2)c(C)o1 in JMJD2A Tudor inh: -17%
# Reading of Cc1ccc(NC(=O)c2sc3ncn(CC(=O)N4CCN(c5ccccn5)CC4)c(=O)c3c2C)cc1Cl in POLK inh: -1%
# Reading of CCC(C(=O)OCC(=O)Nc1ccc(SC(F)F)cc1)c1ccccc1 (stereo unspecified) in POLI inh: 38%[activator]

# Further compounds.
SMILES,POLK inh,APE1 inh,POLI inh,BAZ2B inh,G9a inh,JMJD2A Tudor inh,Pol eta inh,POLB inh,BLM inh
CC(C)C1Oc2ccccc2N(CC(=O)N(Cc2ccncc2)Cc2ccco2)C1=O (stereo unspecified),-8%,5%,?,-25%,?,-28%,4%,2%,-3%
CCOc1ccc(CCNC(=O)CN2CCN(Cc3ccc(F)cc3)C2=O)cc1OCC,2%,1%,26%,?,-4%,-11%,4%,2%,-1%
COc1ccc2c(c1)-c1nc(NC(=O)c3cc(OC)c(OC)c(OC)c3)sc1CC2,2%,nt,3%,-20%,?,-32%,-22%,-1%,-10%
COc1ccc(C(CCN(Cc2ccc(OC)c(OC)c2)C(C)=O)C(C)C)cc1 (stereo unspecified),-3%,-6%,19%,-6%,-13%,2%,-7%,87%,-4%
CC(C)Cc1cc(C(=O)N2CCCC(C(=O)c3cc(F)ccc3F)C2)no1 (stereo unspecified),5%,20%,30%,11%,29%,22%,-7%,0%,-5%
O=c1oc2ccccc2c(NC2CCCCC2)c1NS(=O)(=O)c1ccc(Cl)cc1,5%,21%,15%,-29%,-25%,-12%,-14%,-6%,-6%
Cc1ccc(NC(=O)C2CCCN2S(=O)(=O)c2ccc3c(c2)n(C)c(=O)c(=O)n3C)cc1 (stereo unspecified),-11%&-20%,2%,?,-2%&1%,-1%[59 µM],-6%&-13%,-1%&-7%,0%&0%,1%&-1%
Cc1cc(S(=O)(=O)NCc2ccc3c(c2)OCO3)ccc1F,-14%,10%,-8%,1%,6%[59 µM],-14%,-11%,36%,-3%
COc1ccc(-c2cc(=O)oc3cc(OCC(=O)NCCN4CCOCC4)ccc23)cc1,-3%,20%,1%,-14%,17%,-10%,-16%,5%,-7%
O=C1N=NC(=O)N1c1ccccc1,5%,-7%,5%,?,5%[12.7 µM],-16%,-7%,25%,-2%
COC(=O)CN(C#N)c1nc(NC(C)C)nc(OC)n1,-19%,11%,3%,4%,21%[59 µM],-6%,-4%,66%,-8%
CC(C)Oc1ccc(C(=O)Nc2c3c(nn2C(C)(C)C)CS(=O)(=O)C3)cc1,-2%,36%,23%,-10%,-13%,-5%,-21%,45%,-2%
Cc1noc(C)c1COc1ccccc1C(=O)N(C)CC(=O)Nc1ccc(Cl)c(Cl)c1,-13%,-19%,5%,8%,22%[2.33 µM],-5%,-8%,nt,nt
Cc1ccccc1NC(=O)NCc1cccnc1,-2%,nt,124%[activator],nt,nt,-11%,-18%,nt,nt
N#Cc1nc(-c2cccs2)oc1NCCN1CCOCC1,-9%,1%,43%[activator],-2%,-9%,?,-29%,6%,0%
O=C(NCCCN1CCOCC1)c1cc(S(=O)(=O)N2CCOCC2)ccc1Cl,-16%,-7%,-11%,nt,nt,-10%,-5%,nt,nt
CC1(C)CC(N=c2cc(-c3ccccc3)oc3ccc(Cl)cc23)CC(C)(C)N1,?,-3%,?,?,71µM*,-23%,?,4µM*,162%[activator]
Cc1nn(C(C)C(=O)NC2CCCCCC2)c(=O)c2nn(-c3ccccc3)c(C)c12 (stereo unspecified),-6%,15%,32%[activator],-17%,24%,-11%,-22%,10%,0%
CCCOC(=O)Nc1nc2ccccc2o1,-2%,0%,14%,79µM*,50µM*,?,6%,3%,1%
O=C(NCc1cccc(F)c1)c1cccc(OC2CCN(C(=O)C3CC3)CC2)c1,-4%,8%,16%,-13%,-2%,-6%,-6%,-4%,-5%
COC(=O)Cn1c(=O)c(C)nc2ccccc21,-13%,-4%,139%[activator],-5%,23%,?,-17%,-4%,-8%
COc1ccc(OCc2cc(C(=O)N3CCCC3)no2)c2ccccc12,-3%,39%[activator],40%[activator],?,40µM*,?,-8%,1%,-20%
CCOc1ccc(N(CC(=O)Nc2ccccc2OC)S(C)(=O)=O)cc1,-7%,17%,17%,-21%,-4%,-9%,-18%,2%,0%
C=CCNC(=O)c1cc(-c2ccc(Br)cc2)on1,-9%,-4%,6%,1%,-4%,-16%,3%,4%,-6%
CCOC(=O)C1(Cc2cccc(OC)c2)CCCN(S(=O)(=O)N(C)C)C1 (stereo unspecified),-1%,25%,50%[activator],-5%,-3%,-10%,-16%,23%,-4%
CCOC(=O)c1c(NC(=O)c2ccc(S(=O)(=O)N3CCOCC3)cc2)sc2c1CCN(C)C2,-12%,-11%,0%,?,50µM*,-20%,-4%,6%,-7%
O=C1c2cccc3cccc(c23)C(=O)N1/N=C/c1ccc(O)cc1O,-29%,-9%,17%,6%,8%[59 µM],-26%,?,?,-7%
COc1ccc(C(=O)Nc2cc(C)c(O)c(-c3nc4ccccc4s3)c2)cc1OC,14%,nt,18%,-15%,1%[59 µM],-9%,-4%,7%,-4%
CC(C)(C)NC(=O)NCC1CCCC1NC(=O)NC(C)(C)C (stereo unspecified),4%,-4%,-7%,-5%,2%,-10%,-11%,62%,-1%
CC1CCCC(NC(=O)COC(=O)c2c[nH]c(=O)[nH]c2=O)C1C (stereo unspecified),-11%,2%,8%,-10%,9%[59 µM],?,-15%,25%,-3%
COc1ccccc1NC(=O)Cn1cnc2sc(C)c(S(=O)(=O)N3CCCCC3)c2c1=O,0%,2%,19%,-2%,1%,0%,-8%,37%,-1%
COc1cccc(NC(=O)CCN2CCOCC2)c1,-4%,-6%,78%[activator],-2%,nt,-1%,-11%,65%[activator],0%
COc1ccc(S(=O)(=O)N2CCCCCC2)cc1C(=O)N1CCCC(C(F)(F)F)C1 (stereo unspecified),1%,-4%,26%,-3%,12%,-1%,-3%,nt,nt
CCCCn1nc(C(=O)Nc2ccc(-n3cnnn3)cc2)c2ccccc2c1=O,-7%,10%,-8%,1%,13%[12.7 µM],-6%,-21%,nt,nt
COc1ccc(CCNC(=O)C(=O)NCC2CCCN2S(=O)(=O)c2cccs2)cc1 (stereo unspecified),-14%,-11%,10%,10%,-5%,-1%,-5%,nt,nt
COC(=O)c1cccc(Nc2nc3ccccc3nc2C)c1,-3%,9%,6%,20%,44%,29%,-7%,22%,-4%
COc1ccc(C(=O)Nc2nc3n(n2)C(c2ccc(F)cc2)C=C(c2ccc(Cl)cc2)N3)cc1 (stereo unspecified),-14%,nt,20%,?,-24%[59 µM],-17%,-11%,0%,-14%
CCc1ccc(S(=O)(=O)c2nnn3c2nc(N2CCN(CC)CC2)c2sccc23)cc1,-2%,nt,26%,-12%,-46%[59 µM],?,-18%,-3%,2%
